# Source: PubChem BioAssay
# Nrf2 activator = activates Nrf2 signaling. AREc32 ARE-luciferase reporter (MCF7-derived line), luminescence, 24 h. Potency, µM (series often up to 46.1 µM), for inactives: at the top dose activation, usual class: activators. 410,000 tested, 0.31% active; further: potency means the concentration at half of the fitted maximal effect; % of control where 0% means no effect; nearly all actives have a fitted effect of over 65% in size
#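 Quantitative high-throughput format: AREc32 reporter cells, 1000 per well, received compound by pin transfer and were incubated 24 hr at 37 deg C, 5% CO2, before Steady-Glo luminescence detection.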
# A549 tox = kills or reduces viability of A549 cells in Nrf2 counter-screen. A549 ARE-Fluc cells, CellTiter-Fluor viability, 18-24 h. Potency, µM (highest dose often 46 µM), inactives show top-dose activity change, negative = cytotoxicity, hits mostly inhibitors. 390,000 tested, 0.16% active; further: potency means the concentration at half of the fitted maximal effect; on the % scale 0 is the no-effect control and ±100 the full control effect
#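 A549 ARE_Fluc cells in 5% FBS OPTI-MEM were exposed to compounds in concentration-response for 18-24 h at 37 deg C. Viability was read by CellTiter-Fluor fluorescence (Ex 405/Em 525) after 30 min, before the luciferase read.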
# TGFb SMAD3 inh = TGF-b pathway inhibition; AID 588855; Potency, µM (highest dose often 46.1 µM), for inactives: top-dose activity, negative = inhibition, usual class: inhibitors; HepG2 CAGA-GFP TGF-b/SMAD3 reporter, GFP fluorescence, 18 h; TGF-beta stimulated, 500 pg/mL final; 410,000 tested, 1.2% active; further: potency means the concentration at half of the fitted maximal effect; on the % scale 0 is the no-effect control and ±100 the full control effect; nearly all actives have a fitted effect of over 65% in size
#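 HEPG2 CAGA-GFP reporter cells (1000/well, DMEM with 1% FBS) received compounds, then recombinant TGF-beta at 500 pg/mL final for 18 hours at 37 degrees C. Per-cell GFP summed per well was normalised to unstimulated and stimulated DMSO controls before curve fitting.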
# HepG2 tox = kills HepG2 cells in TGF-b inhibitor counter-screen | AID 588856 | Potency, µM (top dose mostly 46.1 µM), for inactives: at the highest dose activity change, negative = cytotoxicity, hits mostly cytotoxic | 410,000 tested, 0.76% active | HepG2 CAGA-GFP viability, ATP luminescence, 18 h; further: potency means the concentration at half of the fitted maximal effect; some results filed as inactive show a strong effect at the top dose
#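 HepG2 CAGA-GFP cells (1000/well, DMEM with 1% FBS) received compound, then TGF-beta at 500 pg/mL final, and were incubated 18 hours at 37 degrees C. Viability was read by CellTiter-Glo luminescence. Media-only wells were set as complete cell-killing and DMSO as no toxicity.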
# ATXN viability = cell viability loss in ATXN counter-screen; Potency, µM (top dose mostly 56.7 µM), actives largely listed as cytotoxic; 400,000 tested, 0.49% active; AID 651635; S2 cells (HEK-293 line with an ATXN2-luciferase reporter) viability, CellTiter-Fluor protease fluorescence, 24 h; further: potency means the concentration at half of the fitted maximal effect; nearly all actives have a fitted effect of over 40% in size
# MmCpn inh = inhibitors of Methanococcus maripaludis chaperonin (MmCpn); purified Mm-Cpn ATPase, ADP Transcreener TR-FRET; Potency, µM (series often up to 76.9 µM), inactives show top-dose activity, negative = inhibition, hits mostly inhibitors; 330,000 tested, 0.031% active; AID 504842; further: potency means the concentration at half of the fitted maximal effect; on the % scale 0 is the no-effect control and ±100 the full control effect; nearly all actives have a fitted effect of over 80% in size
#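 Quantitative HTS used 25 nM Mm-CPN and 10 uM ATP in magnesium/KCl Tris buffer, pH 7.4, with 1 mM DTT. Hydrolysis ran 30 min at 37°C; ADP was read by HTRF.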
# Nrf2 inh = inhibitors of Nrf2 signaling; A549 ARE-Fluc reporter, luciferase luminescence, 18-24 h; Potency, µM (doses to about 46 µM), for the others: at the top dose activity change, negative = inhibition, actives largely listed as inhibitors; 360,000 tested, 2.1% active; AID 504444; further: potency means the concentration at half of the fitted maximal effect; on the % scale 0 is the no-effect control and ±100 the full control effect; nearly all actives have a fitted effect of over 60% in size
#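 Nrf2 activity is the BugLite luminescence, read 15 min after reagent at room temperature, following CellTiter-Fluor cytotoxicity readout (30 min, 37C). Compound titrations were applied for 18-24 h to 5000 A549 ARE_Fluc cells/well in 5% FBS OPTI-MEM.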
# CCT chaperon mod = changes cytosolic chaperonin activity | purified chaperonin ATPase assay, HTRF ADP detection, 30 min | AID 651819 | activity change, % (concentration not given with the values), hits read low | 360,000 tested, 0.3% active; in the data active means activity change below about -30%; further: on the % scale 0 is the no-effect control and ±100 the full control effect
#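 First, chaperonin was dispensed at 40 nM or 20 nM final depending on batch activity. Next, compounds were pinned at 76 uM and ATP added at 10 uM. After 30 min at 37 °C, ADP detection reagents ran 30 min at ambient temperature.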
# Akt phos inh = Akt phosphorylation inhibition. Neuro2A IGF-stimulated pAkt S473 HTRF, 20 min; hits give low values. activity change, % for hits at 50 µM. 360,000 tested, 0.32% active; in the data active means activity change below about -80%; inconclusive means mostly about -51% to -80%; further: on the % scale 0 is the no-effect control and ±100 the full control effect
#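 Single-point screen (50 µM final compound) in Neuro2A cells stimulated 20 min with 6 nM IGF at 37 deg C. After lysis, Ser473-phosphorylated Akt read by HTRF (ex 330 nm, em 615/665 nm) as the 665/615 ratio.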
# Numbers without * were called inactive; i = inactive; u = inconclusive; x = not tested or not shown. Unless noted, the call rests on the fitted dose curve; in most records, active means well fitted curve in the direction sought with a large enough effect; inconclusive means small, poorly fitted or top-dose-only effect, or another doubt; inactive means no such curve, though single readings can be large; an effect the other way counts as inactive or inconclusive.
SMILES,Nrf2 activator,A549 tox,TGFb SMAD3 inh,HepG2 tox,ATXN viability,MmCpn inh,Nrf2 inh,CCT chaperon mod,Akt phos inh
CCc1ccccc1NC(=O)Nc1nnc(N2CCCC2)s1,-0.1%,-2%,-2%,9%,i,x,-10%,x,x
CCCn1c(N)c(N(CCOC)C(=O)c2ccc(-c3ccc(Cl)cc3)o2)c(=O)[nH]c1=O,0.1%,-1%,-23%,-33%,i,-1%,-3%,-0.4,i
CCCCOc1c(Cl)cc(CNC(C)(C)CO)cc1OCC,-0.5%,4%,-3%,-20%,u,2%,9%,1.3,i
COc1cc(/C(C)=N/NC(=O)c2nnn(-c3nonc3N)c2-c2cccs2)ccc1O,-0.1%,u,-4%,-12%,i,-1%,u,0.2,x
COc1ccc(-c2cc(C(F)(F)F)n3nc(C)c(-c4ccccc4)c3n2)cc1OC,-0.7%,-8%,-3%,4%,i,x,3%,x,x
CCOC(=O)C1(Cc2cccc(OC)c2)CCCN(Cc2cc(C(C)C)n[nH]2)C1 (stereo not drawn),-0.1%,-2%,-21%,1%,i,-2%,-4%,1.1,i
Cc1ccccc1OCC(=O)OCC(=O)Nc1ncc(Cl)c(C)c1Cl,0.4%,0%,0%,8%,i,-2%,18%,1.4,i
N#Cc1cnn(-c2cccc(Cl)c2)c1N,-0.2%,0%,-5%,-15%,i,-1%,-27%,0.7,i
Cc1cccc(-n2c(Cc3cc(=O)[nH]c(=O)[nH]3)nnc2SCC(=O)NCc2ccco2)c1,0.2%,0%,-2%,-5%,i,x,6%,-0.8,i
Cc1ccc(OCc2cc(C(=O)N3CCCC(O)C3)no2)cn1 (stereo not drawn),0.3%,1%,9%,13%,i,-1%,9%,-8.0,i
c1ccc2oc(C3=NNC(=NC4CC4)SC3)cc2c1,4.5%,0%,u,-30%,i,4%,-23%,-2.4,i
Cn1cccc1CNCc1ccc(F)cc1,1.9%,1%,4%,-5%,i,-1%,14%,0.4,i
O=C1CC(/C=C/c2ccccc2)=Nc2ccccc2N1,u,-1%,u,-2%,i,5%,u,0.2,i
O=C(/C=C/c1cccs1)N1CCN(c2ccc(F)cc2)CC1,2.8%,1%,-19%,4%,i,-5%,-13%,1.5,i
O=C(COc1ccccc1-c1ccccc1)N/N=C/c1ccncc1,4.3%,19%,-26%,-27%,i,2%,u,-10,i
CC(C)n1c(=O)c2oc3ccccc3c2n(Cc2ccccc2F)c1=O,-0.9%,3%,7%,-14%,x,x,26%,x,x
O=C(Cc1ccccc1F)OCN1C(=O)c2ccccc2C1=O,0.4%,-6%,u,-9%,i,0%,-8%,-0.8,i
O=C(COC(=O)/C=C/c1cccc(C(F)(F)F)c1)NCc1ccccc1,8.4%,1%,u,-26%,i,-14%,-16%,-2.0,i
CCCS(=O)(=O)c1ccc(COC(=O)c2ccc(NC(C)=O)cc2)cc1,-0.5%,2%,u,0%,i,3%,-3%,0.8,i
COc1ccc(C)cc1NC(=O)CCCN1C(=O)NC(C)(C)C1=O,-1.8%,1%,-5%,-1%,i,-1%,0%,-0.9,i

# Five compounds drawn at random from those above:
SMILES,Nrf2 activator,A549 tox,TGFb SMAD3 inh,HepG2 tox,ATXN viability,MmCpn inh,Nrf2 inh,CCT chaperon mod,Akt phos inh
COc1cc(/C(C)=N/NC(=O)c2nnn(-c3nonc3N)c2-c2cccs2)ccc1O,-0.1%,u,-4%,-12%,i,-1%,u,0.2,x
Cc1ccccc1OCC(=O)OCC(=O)Nc1ncc(Cl)c(C)c1Cl,0.4%,0%,0%,8%,i,-2%,18%,1.4,i
O=C1CC(/C=C/c2ccccc2)=Nc2ccccc2N1,u,-1%,u,-2%,i,5%,u,0.2,i
Cn1cccc1CNCc1ccc(F)cc1,1.9%,1%,4%,-5%,i,-1%,14%,0.4,i
N#Cc1cnn(-c2cccc(Cl)c2)c1N,-0.2%,0%,-5%,-15%,i,-1%,-27%,0.7,i

# One compound at a time, from the list above.
# CCOC(=O)C1(Cc2cccc(OC)c2)CCCN(Cc2cc(C(C)C)n[nH]2)C1 (stereo not drawn) reads Nrf2 activator: -0.1%; A549 tox: -2%; TGFb SMAD3 inh: -21%; HepG2 tox: 1%; ATXN viability: i; MmCpn inh: -2%; Nrf2 inh: -4%; CCT chaperon mod: 1.1; Akt phos inh: i
# N#Cc1cnn(-c2cccc(Cl)c2)c1N reads Nrf2 activator: -0.2%; A549 tox: 0%; TGFb SMAD3 inh: -5%; HepG2 tox: -15%; ATXN viability: i; MmCpn inh: -1%; Nrf2 inh: -27%; CCT chaperon mod: 0.7; Akt phos inh: i

# (next part)
SMILES,Nrf2 activator,A549 tox,TGFb SMAD3 inh,HepG2 tox,ATXN viability,MmCpn inh,Nrf2 inh,CCT chaperon mod,Akt phos inh
CC(=O)c1ccc(NC(=O)N[C@@H](CC(C)C)C(=O)O)cc1,-1.4%,-2%,0%,-8%,i,-5%,18%,0.5,i
O=C(O)c1nccnc1C(=O)NCc1csc2ccc(Cl)cc12,-0.1%,0%,7%,0%,i,3%,u,-2.7,i
O=C(NCc1ccc2c(c1)OCO2)c1ccc(CS(=O)Cc2cccc(Cl)c2)o1 (stereo not drawn),-0.4%,5%,1%,-39%,i,-1%,8%,-1.2,i
O=C(c1cc2ccccc2oc1=O)N1CCN(c2ccccn2)CC1,-0.6%,0%,3%,1%,i,4%,12%,1.0,i
CC(=O)N1CCCc2cc(S(=O)(=O)N3CCC(C(=O)N(C)C4CCCCC4)CC3)ccc21,5.4%,-11%,-16%,-12%,u,x,x,x,x
Clc1ccc2c(c1)-c1[nH]ncc1CS2,2.9%,-6%,-26%,-3%,i,0%,-10%,2.3,i
O=c1c(O)c(-c2ccccc2)oc2ccccc12,-0.6%,-1%,u,-22%,x,x,-6%,-2.3,i
CN1CCN(C(=O)CCN2C(=O)/C(=C\c3ccccc3F)SC2=S)CC1,17%,23µM*,u,-73%,u,-1%,u,-2.2,i
CCCc1cc(=O)oc2c3c(cc(OCC(=O)N[C@@H](C)C(=O)O)c12)OC(C)(C)CC3,0.0%,5%,-1%,-19%,i,-5%,9%,-8.3,i
C=CCn1c(=S)[nH]c2nc3c(cc2c1=O)CCCC3,5.7%,7%,-2%,-3%,i,1%,5%,-3.2,i
COc1ccc(C)cc1NS(=O)(=O)c1ccc2oc(=O)c3ncn(C)c3c2c1,8.8%,2%,u,-35%,i,x,u,x,x
Cc1ccc(-c2cc(Cc3ccccn3)c(=O)[nH]n2)cc1,2.5%,-3%,-1%,24%,i,0%,-12%,-2.8,i
CC(=O)NN1C(=O)c2ccccc2NC1c1ccco1 (stereo not drawn),0.7%,6%,19%,1%,i,-6%,-6%,-2.8,i
COc1ccc(S(=O)(=O)Nc2ccc(-c3ccc4nncn4n3)cc2)c(OC)c1,7.5%,-1%,-22%,-45%,i,-6%,u,1.6,i
C[C@H](CO)N1C[C@H](C)[C@@H](CN(C)C(=O)c2ccccc2)OCc2cn(nn2)CCCC1=O,-0.5%,x,-2%,6%,i,x,x,-0.8,i
Cc1cc(NC(=O)c2ccccc2C)no1,1.3%,4%,24%,-34%,i,-2%,u,-5.2,i
COC(=O)c1sc2ccccc2c1-n1cccc1C(=O)C(=O)Nc1ccccc1,0.4%,-10%,-9%,-2%,i,0%,-9%,-0.4,i
Cc1ccc(/C=C/C(=O)O)cc1S(=O)(=O)N(CCO)CCO,-0.3%,0%,4%,2%,i,5%,10%,-4.7,i
COC(=O)C(CC(=O)c1ccc(C)cc1)n1cccn1 (stereo not drawn),-0.7%,8%,-3%,19%,i,-3%,4%,2.2,i
COc1ccc(-c2c(C#N)c(SCC(=O)Nc3ccc(C)c(C)c3)nc(C)c2C(=O)Nc2ccc(Cl)cc2)cc1,0.1%,1%,u,-25%,i,x,-5%,x,x
COc1ccc(/C(O)=C(\C#N)c2nc3ccccc3n2C)cc1OC,8.6%,-8%,-16%,-17%,i,0%,21%,-3.7,i
CCOc1ccc(CNC2CCCCCCC2)cc1OC,-0.8%,-4%,-11%,-31%,u,-5%,3%,-9.9,i
CCN(CC(=O)Nc1c(F)cccc1F)C(=O)c1ccc(S(=O)(=O)N2CCCCC2)cc1,-0.1%,-6%,-1%,2%,i,-2%,5%,-5.4,i
O=C(NCCSc1c[nH]c2ccccc12)c1ccc(Br)o1,0.3%,-9%,2%,-23%,i,3%,-12%,0.4,i
CCc1ccc(C(=O)c2cn(CC(=O)NCCc3ccc(OC)c(OC)c3)c3nc(C)ccc3c2=O)cc1,0.5%,-4%,-2%,-1%,u,x,u,x,x
O=C(C1CCCN(CCCc2ccccc2)C1)N1CCCCCC1 (stereo not drawn),0.2%,12%,-28%,-13%,i,1%,-25%,0.2,i
O=C1NC[C@H](CCCCN2C[C@H](Cc3ccccc3)N(CCc3ccc(O)cc3)C(=O)C2=O)N(CCc2ccc(O)cc2)C1=O,-1.2%,x,x,x,i,x,x,-1.8,i
CN(CC(=O)NNC(=O)CCNS(=O)(=O)c1ccccc1)S(=O)(=O)c1ccc(Cl)cc1,-0.3%,-6%,4%,2%,i,-1%,12%,-0.7,i
COc1ccc(CNC(=O)C(C)Cc2ccccc2)cc1O (stereo not drawn),0.3%,-3%,-21%,-2%,i,-2%,11%,-1.5,i
NC(=O)c1ccc(NC(=O)COC(=O)C2CC3C=CC2C3)cc1 (stereo not drawn),-0.4%,-12%,7%,-17%,i,3%,-16%,-3.1,i
CCOCCCNC(=O)C(NC(=O)c1ccc(NC(C)=O)cc1)c1ccc(C)cc1 (stereo not drawn),0.3%,3%,-15%,-7%,i,3%,21%,-1.5,i
CC1(C)C=Cc2c(c3c(c4c(=O)c(-c5ccc(O)cc5)coc24)OC(C)(C)CC3)O1,0.6%,-13%,14µM*,-83%,x,-1%,u,-0.5,i
COC(=O)[C@H](CCSC)NC(=O)Cn1cnc2c(SC)nc(N)nc21,-1.0%,7%,-13%,-14%,i,4%,3%,-2.0,i

# Not a hit list; 4.4% or so of the library scored in one or more.
